MRP reversal: reversal of MRP1-mediated doxorubicin resistance, primary screen, H69AR cells, doxorubicin co-treatment; H69AR cells + 2 uM doxorubicin, CellTiter-Glo, 72 h; differential viability (reversal), % at 10 µM; 85,000 compounds, 0.04% hits;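 active means viability drop by adding the cancer drug above about 55%, with treated viability meeting a 40% cutoff, limit read from the data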;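 further: viability without doxorubicin minus viability with 2 µM doxorubicin for each compound; larger differential means the compound sensitizes cells more to doxorubicin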
Bcl-B TR3 displacers: displacers of TR3 peptide from Bcl-B, primary screen, selectivity assay for Bfl-1 inhibitor project, biochemical, fluorescence polarization; FP displacement of FITC-TR3 peptide from Bcl-B; higher % means a stronger effect; displacement, % at 20 µM; hits with a dose series show IC50 in µM; 96,000 compounds, 0.11% hits; AID 748, 2007; Bcl-2-like protein 10 (Homo sapiens);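 active means displacement above 50% at 20 µM plus a fluorescence interference ratio under 1.5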;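 further: plate controls were wells without compound for no effect and wells lacking Bcl-B protein for full effect; a part of the inactive calls stands beside numbers as strong as those of hits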
IL1B NFkB inh: inhibitors of IL-1B driven NFkB p65 nuclear import, primary screen, imaging, HUVEC, IL-1B stimulus, high-content imaging. HUVEC IL-1B NFkB p65 nuclear translocation imaging. inhibition, % at 2 µM. 94,000 compounds, 0.43% hits;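 active means inhibition above about 30% together with a positive call from visual inspection of the well image, limit read from the data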;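 further: nuclear over cytoplasmic p65 intensity ratio measured by imaging; 0% = IL-1B stimulated DMSO wells and 100% = unstimulated DMSO wells; values of inactives mirror those of a sister screen read the other way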
NFkB transloc pot: enhancers of NFkB p65 translocation in HUVEC – imaging, IL-1B stimulus, high-content imaging, primary screen; HUVEC IL-1B NFkB p65 nuclear translocation imaging; activation, % at 2 µM; 94,000 compounds, 0.3% hits; AID 819, 2007;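 active means activation above 40%, about the mean plus 3 SD, also judged a hit on visual image review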;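 further: percent activation is computed from the nuclear over cytoplasmic p65 intensity ratio; values of inactives mirror those of a sister screen read the other way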
PLAP inhibition: PLAP enzyme inhibitors, biochemical, luminescence, HTS (AID 690); purified PLAP, luminescent substrate; higher % means a stronger effect; one-dose inhibition, % at 20 µM; IC50 in µM for titrated hits; Alkaline phosphatase, placental type (Homo sapiens); 96,000 compounds, 0.08% hits; in the data active means a potency from the dose series; inactive means the rest, 99 in 100 with inhibition below about 30%; further: strong numbers were not always called active
MRP reversal cytotoxicity: also measured in MRP reversal; calls as there; viability, %; H69AR cells, CellTiter-Glo, 72 h; measured here: cytotoxicity without doxorubicin
MRP reversal with doxorubicin: further read-out of MRP reversal, marked with its call; viability, %; measured here: viability with 2 uM doxorubicin; active compounds read low
IL1B NFkB inh cell count 2 µM: recorded beside IL1B NFkB inh, whose call it bears; cell count; measured here: cells passing quality filter;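 raw number of nuclei counted in each imaged well without normalization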
NFkB transloc pot cell count 2 µM: also measured in NFkB transloc pot; calls as there; cell count; measured here: cells passing quality filter
Numbers without * were called inactive; . = not tested or not shown. Not all compounds are listed (hit frequency here may not be typical).

SMILES	MRP reversal	MRP reversal cytotoxicity	MRP reversal with doxorubicin	Bcl-B TR3 displacers	IL1B NFkB inh	IL1B NFkB inh cell count 2 µM	NFkB transloc pot	NFkB transloc pot cell count 2 µM	PLAP inhibition
CCOC(=O)c1c(C)n(C)c2ccc(OCC(O)Cn3nc(C)cc3C)cc12 (stereo not drawn)	-21.1	48.5	69.6	3.4%	-17.5	121	17.5	121	-33.9%
O=C(Nc1ccc(Cl)cc1)c1ccc2c(c1)OCO2	9.9	90.9	81.0	-6.3%	-17.0	154	17.0	154	1.5%
CSc1nc(Cl)c(Cc2ccc(OC(C)C)cc2)c(N2CCOCC2)n1	.	.	.	-8.0%	-2.7	103	2.7	103	7.9%
CCn1c(SCc2nc3ccccc3nc2C)nnc1-c1cccs1	7.9	90.4	82.5	-2.5%	-1.6	173	1.6	173	8.4%
CCCc1[nH]nc2c1C(c1ccc(OC(=O)N3CCOCC3)c(OC)c1)C(C#N)=C(N)O2 (stereo not drawn)	-7.3	91.0	98.4	-5.9%	21.5	89	-21.5	89	-48.7%
CC(C)(C)SCCNS(=O)(=O)c1ccccc1	22.5	102.2	79.7	-11.7%	-11.2	176	11.2	176	6.0%
CCC(=O)Nc1nnc(CCc2ccccc2)s1	-21.2	83.0	104.3	.	-4.0	57	4.0	57	.
OCCOCCNc1ncnc2c1cnn2-c1ccccc1	6.3	91.3	85.0	-12.0%	-2.7	120	2.7	120	.
CC1(C)Cc2c(sc3nc(SCC(=O)NCc4ccccc4)n(-c4ccccc4)c(=O)c23)CS1	-6.5	24.1	30.6	-13.9%	7.7	166	-7.7	166	0.5%
CCOC(=O)/C(C#N)=C\N(C)C	.	.	.	-5.1%	5.1	176	-5.1	176	14.0%
Cn1c(=O)c2c(nc(CN3CCOCC3)n2CCCc2ccccc2)n(C)c1=O	6.7	85.3	78.6	.	-0.4	72	0.4	72	.
COc1cc2[nH]c(=O)n(C3CCCCC3)c(=O)c2cc1OC	-3.7	73.0	76.8	0.9%	-7.9	96	7.9	96	25.2%
Cc1nn2c3c(cnc2c1-c1ccccc1)C(=O)CC(c1ccccc1)C3 (stereo not drawn)	0.4	65.9	65.5	4.8%	6.4	174	-6.4	174	5.5%
CC1=C/C(=N\OS(=O)(=O)c2ccccc2)C=CC1=O	0.5	0.7	0.2	.	-35.0	139	35.0	139	.
O=C1C2C3C=CC(C3)C2C(=O)N1Cc1cccnc1 (stereo not drawn)	6.8	93.0	86.2	5.4%	2.3	175	-2.3	175	0.6%
CSc1ccc(-c2c(C#N)c(N)nc3c2c(C)nn3-c2ccccc2)cc1	2.3	57.5	55.2	-2.8%	-1.5	111	1.5	111	9.0%
O=C(NC1CC1)c1ccc(-c2nc3ccccc3s2)s1	.	.	.	-7.0%	-18.2	117	18.2	117	0.9%
[2H]c1c([2H])c([2H])c(C(=O)c2sc(N3CCCCCC3)nc2-c2ccccc2)c([2H])c1[2H]	.	.	.	13.6%	-15.6	157	15.6	157	8.3%
COC(=O)CCC(=O)Nc1ccc(OC)cc1	-14.7	75.8	90.4	-7.0%	0.7	129	-0.7	129	-30.1%
CC(=O)Oc1ccccc1C1OCCN1C(C)=O (stereo not drawn)	11.3	92.3	81.0	-0.1%	-10.4	111	10.4	111	15.9%
CCCNC(=O)CSc1nnc(C)s1	6.7	94.1	87.4	-15.4%	-1.3	177	1.3	177	16.1%
CCOC(=O)C(C(=O)Nc1ccccc1)C1CCCCC1 (stereo not drawn)	6.0	90.6	84.7	3.0%	2.2	95	-2.2	95	15.0%
Cc1ccccc1NC(=O)c1cccc2nccnc12	5.9	88.1	82.3	-1.5%	-11.6	200	11.6	200	14.7%
COC(=O)c1cccc(S(=O)(=O)N2CCCCC2)c1	0.6	96.2	95.7	-10.0%	5.7	205	-5.7	205	16.1%
COc1cccc(OC)c1C(=O)Nc1nnc(C(C)C)s1	4.4	102.0	97.6	7.0%	7.4	118	-7.4	118	-11.0%
Cc1cccc(C)c1NC(=S)N1CCC(N(C)CC2CCCO2)CC1 (stereo not drawn)	9.7	83.2	73.5	1.9%	.	.	.	.	21.9%
COc1ccc(CNC(=O)c2cnc3cc(C)ccn3c2=O)cc1	.	.	.	-6.4%	-5.5	157	5.5	157	3.6%
COc1ccc2cc(C(c3nnnn3CCc3ccccc3)N3CCCC(C)C3)c(=O)[nH]c2c1 (stereo not drawn)	11.1	97.5	86.4	4.2%	8.2	130	-8.2	130	-34.4%
Cc1ccc(S(=O)(=O)NCC(=O)N(CC(=O)NCC2CCCO2)Cc2ccccc2)cc1 (stereo not drawn)	-8.1	81.0	89.0	-4.4%	-19.6	200	19.6	200	-70.3%
C=CCOC(=O)C1=C(C)OC(N)=C(C#N)C1c1ccoc1 (stereo not drawn)	6.1	97.9	91.8	-64.9%	-11.4	143	11.4	143	4.5%
COc1ccc(CN=CC2=C(O)CNC2=O)cc1OC	-6.9	97.7	104.6	-0.2%	-23.6	108	23.6	108	16.8%
O=C(COc1ccc(Cl)cc1)N1CCN(c2cccc(C(F)(F)F)c2)CC1	13.9	97.2	83.4	-0.2%	-0.2	147	0.2	147	-12.8%
CC1=C(C(=O)OC(C)C)C(c2ccc(F)cc2)NC(=O)N1 (stereo not drawn)	-0.9	101.6	102.5	2.2%	5.3	127	-5.3	127	24.9%
Cc1ccc(CCNC(=O)C2CCN(C(=O)N(C)C)CC2)cc1	0.6	86.6	86.0	-11.7%	-0.2	40	0.2	40	-4.5%
Cc1ccccc1Cc1c(C)nc2nc(SCC(=O)NCc3ccco3)nn2c1C	.	.	.	1.6%	-2.4	142	2.4	142	-22.9%
O=C(CSc1ncnc2nc[nH]c12)N1CCN(c2ccc(Cl)cc2)CC1	3.4	85.1	81.7	-8.9%	-20.6	122	20.6	122	-76.7%
COC(=O)COc1ccc(S(=O)(=O)N2CCN(c3ccc(F)cc3)CC2)cc1	-6.3	96.0	102.3	1.2%	-12.4	149	12.4	149	-3.7%
Cc1ccc(-c2cc(-c3ccc(F)cc3)nc(N)c2C#N)o1	-8.1	13.6	21.7	-12.0%	-1.3	79	1.2	79	-11.5%
COCCN1C(=O)C(=O)/C(=C(/O)c2ccc3c(c2)OCCO3)C1c1ccc(C(=O)OC)cc1 (stereo not drawn)	-6.9	96.4	103.3	-3.3%	-24.1	131	24.1	131	-0.6%
CCC1(C)Cc2c(C#N)c(N)n(-c3ccccc3)c(=O)c2CO1 (stereo not drawn)	15.2	97.9	82.7	-3.8%	-20.7	109	20.7	109	-2.8%
CCOc1ccc(OCC)c(-c2c(=O)n(OCc3ccc(C(C)(C)C)cc3)c3ccccc3[n+]2[O-])c1	.	.	.	0.7%	-20.6	158	-5.7	142	-34.4%
CCc1ccc(O)c(N=Cc2cccc(C)c2O)c1	-12.9	51.2	64.1	-9.8%	-25.5	70	25.5	70	0.0%
c1ccc(OCCCc2nc(-c3ccccn3)no2)cc1	-0.3	87.6	87.9	9.5%	-4.3	139	4.3	139	0.8%
COc1cccc(C(=O)NCc2cn3ccsc3n2)c1	6.0	92.1	86.0	-3.4%	-0.2	79	0.2	79	-11.5%
Cc1nc(CC(=O)Nc2nc(-c3ccccc3)cs2)cs1	-0.4	89.4	89.9	8.3%	-27.9	189	27.9	189	14.0%
Fc1ccc(Cn2cnc3ccccc32)cc1	21.5	87.3	65.8	-1.5%	-1.4	161	1.4	161	17.3%
C=CCSc1nc2sc(-c3ccccc3)cc2c(=O)n1N	.	.	.	1.8%	5.1	107	-5.1	107	14.8%
CCN(CC)CCn1c(=N)n(CCO)c2ccccc21	-11.3	91.5	102.8	-6.4%	9.2	133	-9.2	133	13.7%
N#CCSc1nc2ccccc2c(=O)n1-c1ccccc1	9.8	77.0	67.3	-4.9%	9.6	103	-9.6	103	0.8%
O=C(NCc1ccco1)c1cc(S(=O)(=O)N2CCOCC2)ccc1Cl	6.5	84.4	77.9	-2.8%	-4.9	135	4.9	135	-29.1%
O=C(CSc1nnc(-c2ccccn2)n1Cc1ccco1)c1ccc(-c2ccccc2)cc1	-3.9	71.0	74.9	-6.6%	.	.	.	.	-36.6%
COc1ccc(-n2c(=O)c3ccccc3n(CC(=O)NC3CCCC3)c2=O)c(OC)c1	19.5	107.0	87.5	-11.8%	21.7	169	-21.7	169	-13.3%
CCOc1ccc(N2C(=O)c3cccnc3C2Nc2ccc(OC)cc2)cc1 (stereo not drawn)	0.4	87.9	87.4	-25.5%	-15.2	122	15.2	122	-8.9%
O=C(CCCCCn1c(=O)[nH]c2ccccc2c1=O)NCCCN1CCN(c2ccccc2F)CC1	10.6	102.6	92.0	-11.6%	-4.1	183	4.1	183	-54.3%
C/C(=C\C(=O)c1ccc(C)o1)Nc1ccc2c(c1)OCO2	-27.5	53.3	80.8	2.3%	-15.3	146	15.3	146	20.6%
CCOc1cc(/C=C2/NC(=O)N(Cc3ccccc3F)C2=O)ccc1O	-22.7	42.0	64.7	.	7.7	167	-7.7	167	.

As a short view, part of the list above.
SMILES	MRP reversal	MRP reversal cytotoxicity	MRP reversal with doxorubicin	Bcl-B TR3 displacers	IL1B NFkB inh	IL1B NFkB inh cell count 2 µM	NFkB transloc pot	NFkB transloc pot cell count 2 µM	PLAP inhibition
O=C(CCCCCn1c(=O)[nH]c2ccccc2c1=O)NCCCN1CCN(c2ccccc2F)CC1	10.6	102.6	92.0	-11.6%	-4.1	183	4.1	183	-54.3%
C/C(=C\C(=O)c1ccc(C)o1)Nc1ccc2c(c1)OCO2	-27.5	53.3	80.8	2.3%	-15.3	146	15.3	146	20.6%
CCOc1cc(/C=C2/NC(=O)N(Cc3ccccc3F)C2=O)ccc1O	-22.7	42.0	64.7	.	7.7	167	-7.7	167	.

Later entries:
SMILES	MRP reversal	MRP reversal cytotoxicity	MRP reversal with doxorubicin	Bcl-B TR3 displacers	IL1B NFkB inh	IL1B NFkB inh cell count 2 µM	NFkB transloc pot	NFkB transloc pot cell count 2 µM	PLAP inhibition
CCCSc1nnc2[nH]c(=O)cc(N)n12	.	.	.	.	-19.3	143	19.3	143	.
COc1ccc(CCNc2oc(Cc3ccccc3)nc2C#N)cc1OC	-11.2	82.5	93.8	-1.2%	.	.	.	.	-28.4%
Cc1ccc(N/C=C/C(=O)c2ccc(C)cc2)cc1	-0.5	88.5	89.1	-34.1%	-12.4	190	12.4	190	12.1%
CS(=O)(=O)N(CC(=O)Nc1c(F)cccc1F)c1cccc([N+](=O)[O-])c1	.	.	.	-5.0%	-2.3	124	2.3	124	0.1%
CN(C)CCCNCCCNC(=O)c1ccccn1	10.4	101.3	90.9	3.3%	-19.1	153	19.1	153	13.5%
CN(C)CCOC(=O)C12CC3CC(CC(C3)C1)C2	-3.0	100.3	103.4	-5.6%	-7.5	168	7.5	168	12.1%
CC1Cc2nc(SCC(=O)Nc3nccs3)n(Cc3ccccc3)c(=O)c2S1 (stereo not drawn)	.	.	.	.	-8.7	60	8.7	60	.
O=C(NCC1CCCO1)c1ccccn1 (stereo not drawn)	-10.6	91.0	101.6	.	-0.8	110	0.8	110	.
COc1cc(/C=N/NC(=O)c2cc(C34CC5CC(CC(C5)C3)C4)[nH]n2)ccc1O	.	.	.	4.2%	-0.2	92	0.2	92	-68.1%
Cc1sc(NC(=O)C2CCCCC2C(=O)O)c(C(N)=O)c1C (stereo not drawn)	-0.3	102.8	103.1	-3.9%	-3.6	157	3.6	157	-0.6%
Brc1ccc(-c2csc(-c3c[nH]c4ccccc34)n2)cc1	.	.	.	-17.3%	-6.4	148	6.4	148	3.1%
Cc1ccc(NC(=O)c2ccco2)c(NC(=O)Cc2cccs2)c1	-1.6	85.5	87.0	10.6%	-8.1	160	8.1	160	16.8%
